High-throughput results (PubChem)
aSyn rescue: rescues yeast growth from alpha-synuclein toxicity; 370,000 compounds, 0.14% hits; Yeast expressing alpha-synuclein, growth rescue, BacTiter-Glo, 24 h; Potency, µM (titrated, usually from 46.1 µM), for inactives: top-dose growth rescue (activation), actives largely listed as activators; AID 652106; note: potency is the fitted concentration of half-maximal effect; % of control where 0% means no effect; nearly all actives have a fitted effect of over 65% in size
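Screening used galactose-induced yeast with toxic alpha-synuclein levels, exposed to compound for 24 hr at 30 deg C. Cell growth, read with BacTiter-Glo luminescence, gave the measured signal.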
EPAC2 antag: antagonists of human EPAC2. 360,000 compounds, 0.18% hits. Q8WZA2. EPAC2 GEF exchange of Rap1B-BODIPY-GDP, fluorescence. AID 720708. Potency, µM (series often up to 114 µM), for inactives: top-dose activity, negative = inhibition, hits mostly inhibitors; note: potency is the fitted concentration of half-maximal effect; % is set by controls: 0 for no effect and ±100 for the full control effect; nearly all actives have a fitted effect of over 45% in size; many of its hits are not listed in these tables
Target sequence (Q8WZA2 whole entry, looked up): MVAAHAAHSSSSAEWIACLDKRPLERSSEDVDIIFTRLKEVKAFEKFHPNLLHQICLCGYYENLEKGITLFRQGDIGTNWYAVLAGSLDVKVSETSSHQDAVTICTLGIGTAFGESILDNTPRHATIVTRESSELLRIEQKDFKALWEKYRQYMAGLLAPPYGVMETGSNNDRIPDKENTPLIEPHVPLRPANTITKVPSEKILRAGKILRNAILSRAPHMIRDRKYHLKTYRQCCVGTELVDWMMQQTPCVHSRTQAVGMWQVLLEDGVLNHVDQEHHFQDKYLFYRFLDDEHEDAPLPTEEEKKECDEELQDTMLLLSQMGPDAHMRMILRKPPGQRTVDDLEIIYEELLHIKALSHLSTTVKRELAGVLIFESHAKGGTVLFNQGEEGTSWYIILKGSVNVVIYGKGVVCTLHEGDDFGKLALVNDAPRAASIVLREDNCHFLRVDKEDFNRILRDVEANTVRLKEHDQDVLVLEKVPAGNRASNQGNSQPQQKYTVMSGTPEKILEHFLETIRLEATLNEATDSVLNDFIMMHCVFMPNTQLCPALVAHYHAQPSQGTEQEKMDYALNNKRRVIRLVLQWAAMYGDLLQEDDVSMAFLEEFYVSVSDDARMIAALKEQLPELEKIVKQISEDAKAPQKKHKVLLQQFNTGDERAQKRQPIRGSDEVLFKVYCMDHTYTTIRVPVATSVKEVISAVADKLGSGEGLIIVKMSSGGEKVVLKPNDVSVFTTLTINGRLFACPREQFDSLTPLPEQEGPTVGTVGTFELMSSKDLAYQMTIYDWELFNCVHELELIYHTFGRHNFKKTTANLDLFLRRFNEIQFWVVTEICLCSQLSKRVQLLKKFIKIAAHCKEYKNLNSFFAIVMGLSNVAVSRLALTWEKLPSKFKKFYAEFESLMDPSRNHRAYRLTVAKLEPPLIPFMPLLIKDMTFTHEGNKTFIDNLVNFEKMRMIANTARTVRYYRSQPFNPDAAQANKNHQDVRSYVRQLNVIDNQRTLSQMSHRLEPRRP
Abeta rescue: A-beta toxicity reversal in yeast; Potency, µM (titrated, usually from 46.1 µM), inactives show top-dose growth rescue, usual class: activators; AID 1347071; 410,000 compounds, 0.063% hits; yeast expressing A-beta42, growth rescue, OD600, 48 h; response scale: 0% DMSO, 100% iron-clioquinol control; note: potency is the fitted concentration of half-maximal effect; nearly all actives have a fitted effect of over 55% in size
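Yeast growth medium received pinned compounds, then yeast cells expressing toxic A-beta were added; plates incubated at 30 C for 48 hr. Growth read as absorbance at 600 nm, normalized to DMSO and equimolar FeCl3 plus clioquinol controls.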
D3 ag: D3 dopamine receptor (human) agonism. P35462. D3R DiscoveRx beta-arrestin cells, luminescence, 90 min. max activation, %. 410,000 compounds, 0.58% hits; in the data active = max activation above about 30%; note: 0% is about no effect; mostly tested at two doses, the higher about 12 µM
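Agonist mode: compounds and dopamine controls were applied to plated cells for 90 min at 37 degrees C after an overnight attachment at 1500 cells/well. Luminescent read-out followed 30 - 60 minutes at room temperature with DiscoveRx detection reagent.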
TDP-43 yeast inh: rescues yeast growth from TDP-43 toxicity; 410,000 compounds, 1.8% hits; TDP-43 expressing yeast growth rescue, BacTiter-Glo, 24 h; Potency, µM (series often up to 46.1 µM), without a hit: at the highest dose growth rescue (activation), hits mostly activators; note: potency is the fitted concentration of half-maximal effect; % of control where 0% means no effect; nearly all actives have a fitted effect of over 50% in size
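Luminescence from BacTiter-Glo reports growth of TDP-43-expressing yeast after 24 hr at 30 deg C with compound. Cells were raffinose-pregrown to mid-log, then seeded in galactose medium at OD600=0.02.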
FUS yeast rescue: suppressors of FUS proteinopathy in yeast. S. cerevisiae FUS-expressing, growth rescue, OD600, 24 h. 390,000 compounds, 0.24% hits. Potency, µM (titrated, usually from 76.6 µM), for inactives: at the top dose growth rescue (activation), usual class: activators;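 note: potency is the fitted concentration of half-maximal effect; plate controls were DMSO vehicle for no effect and reference control for full effect; nearly all actives have a fitted effect of over 55% in size; some results filed as inactive show a strong effect at the top dose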
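Steps: raffinose overnight preculture; dilution to OD 0.005 in 2% galactose minimal medium; compound addition (concentration series); 24hr at 30C, 99% humidity; absorbance read at 600 nm.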
D3 antag: blocks the human D3 dopamine receptor; P35462; AID 652054; D3R cells, DiscoveRx beta-arrestin luminescence, antagonist mode; hits give low values; 360,000 compounds, 2.5% hits; max response, negative = inhibition, %; in the data active = max response below about -50%; inconclusive = no clear call, values can overlap the other calls; note: % is set by controls: 0 for no effect and ±100 for the full control effect; mostly tested at two doses, the higher about 12 µM
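Cells plated overnight at 1500 cells/well, then exposed to library compounds with dopamine controls for 90 minutes at 37 degrees C. DiscoveRx reagent added for 30–60 minutes at room temperature; luminescence read, quantitative HTS format.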
EPAC2 agonist: agonists of human EPAC2 (RAPGEF4) | EPAC2 activation, biochemical qHTS; response scale: 100% = 6.5 mM cAMP response | Potency, µM (doses to about 154 µM), inactives show at the top dose activation, most hits filed as activators | 360,000 compounds, 0.079% hits | AID 720711; note: potency is the fitted concentration of half-maximal effect; nearly all actives have a fitted effect of over 50% in size
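Each well held 100 nM EPAC2, 250 nM RAP1B-BODIPY-GDP and 50 uM GDP. Fluorescence, read at 5-min intervals to 30 min, was referenced to a 6.5 mM cAMP positive control.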
Starred values were filed as active, the others as inactive; u = inconclusive; x = no result given; & = joins results of further samples; ! = a repeat was not active; [ ] = remark or other dose. Unless noted, calls come from the whole dose curve; as a rule, active = well fitted curve in the direction sought with a large enough effect; inconclusive = small, poorly fitted or top-dose-only effect, or another doubt; inactive = no such curve, though single readings can be large; an effect the other way counts as inactive or inconclusive.

canonical_smiles	aSyn rescue	EPAC2 antag	Abeta rescue	D3 ag	TDP-43 yeast inh	FUS yeast rescue	D3 antag	EPAC2 agonist
COc1ccc(NC(=O)CC(C(=O)O)N2CCCCC2)cc1 (stereo unspecified)	-4.2%	0.6%	-14.7%	5.5	18.0%	-10.4%	1.2	9.4%
O=C(COc1ccccc1[N+](=O)[O-])N/N=C/c1cccs1	6.5%	0.9%	18.3%	-2.2	22.6%	5.5%	6.8	-5.8%
CC(=O)Nc1cccc(C(=O)OCC(=O)NC(=O)c2ccccc2)c1	-3.3%	9.0%	-25.4%	-15.6	0.0%	19.8%	-9.4	-2.2%
Cc1n(CC(=O)c2ccc(F)cc2)c2ccccc2[n+]1C	-3.9%	12.7%	-1.8%	-1.0	2.4%	-26.0%	-3.4	9.4%
CC1CCN(C(=O)COC(=O)CCC(=O)c2ccc(F)cc2)CC1	0.3%	-5.7%	-9.3%	-6.2	-13.8%	25.8%	0.0	8.4%
Cc1ccnc(N2CCC(C(=O)NNC(=O)c3ccccc3C)CC2)n1	1.8%	-1.3%	4.8%	4.9	-10.9%	-8.9%	-2.9	7.2%
COc1cccc2c1cc1c(=O)n(CC(=O)N3CCC(C)CC3)nc(C)n12	6.3%	0.2%	-5.3%	38.0*!	7.8%&21.5%	12.0%&9.6%	0.6	-0.4%
CC1(c2ccc(Cl)cc2)NC(=O)N(CC(=O)NC(=O)NCc2ccco2)C1=O (stereo unspecified)	0.0%	-9.2%	16.9%	-5.6	-9.9%	-6.8%	0.6	12.1%
COc1ccc2oc(C(=O)OCC(=O)NCC3CCCO3)c(C)c2c1 (stereo unspecified)	4.1%	0.1%	1.0%	1.9	6.1%	4.1%	3.4	-7.2%
O=C(CC1(O)C(=O)N(CCc2ccccc2)c2ccc(Br)cc21)c1ccccc1O (stereo unspecified)	x	x	-71.4%[inhibitor]	-21.2	u	u	x	x
Cc1cc(=O)oc2cc(NC(=O)c3cc(F)ccc3F)ccc12	-1.6%	1.9%	6.7%	-2.3	8.8%	-9.5%	-13.4	-3.3%
CC(c1ccco1)N(Cc1ccco1)C(=O)Nc1ccccc1 (stereo unspecified)	-1.5%	10.5%	5.9%	6.2	-4.7%	20.9%	-27.4	3.4%
COc1ccc(/C=C(\C#N)C(=O)N=CN(C)C)cc1	-7.1%	4.8%	0.1%	5.6	-29.1%	-8.7%	7.1	-3.9%
COc1ccc(-n2c(Cc3ccccc3)nnc2SCc2nc(-c3cccs3)no2)cc1	x	x	-1.1%	-16.3	17.2%	42.7%	x	x
CCOC(=O)C1CCCN(CC(=O)c2c[nH]c3ccc(C)cc23)C1 (stereo unspecified)	1.6%	12.3%	-7.0%	-6.4	11.3%	-14.9%	-2.2	5.8%
CC(/C=C/c1ccccc1)=N\Nc1ccccc1[N+](=O)[O-]	0.3%	-8.6%	9.1%	0.1	-5.1%	-19.5%	14.5	2.8%
CN(c1ccccc1)S(=O)(=O)c1cccc(NC(=O)c2ccncc2)c1	1.6%	-6.7%	6.6%	0.6	13.3%	8.5%	4.0	8.6%
O=C(CCCc1ccccn1)c1ccc(-c2ccccc2)cc1	-2.3%	-12.5%	-22.5%	-7.7	-17.4%	9.8%	-2.2	19.2%
Cc1ccc2c(c1)c1nnc(SCC(=O)N3CCN(c4ccc(F)cc4)CC3)nc1n2CC(=O)O	2.2%	8.6%	1.5%	4.0	20.3%	10.3%	6.9	1.7%
Cc1c(CN(C)CCc2ccccc2)c(=O)n(-c2ccccc2)n1C	7.0%	1.3%	-13.4%	-29.1	-11.0%	14.3%	-76.8*	3.1%
O=C(O)CCC1(c2ccccc2)NC(=O)NC1=O (stereo unspecified)	1.0%	2.3%	11.2%	10.5	7.5%	-12.8%	2.0	0.7%
COCCn1cc(-c2csc(N)n2)c2ccccc21	0.7%	8.1%	-15.8%	4.4	-8.0%	19.5%	-6.8	-2.6%
COc1nc(N(C)C)nc(N2CC(=O)N(CCNS(=O)(=O)c3ccc(C)cc3)C2=N)n1	-4.6%	-0.9%	-10.6%	3.4	20.1%	27.2%	6.6	0.2%
CC(C)(C)c1cc(CCC(=O)NCc2ccncc2)cc(C(C)(C)C)c1O	0.6%	1.4%	u	-7.1	-13.0%	16.8%	-13.3	-4.1%
CC1=CCC(C(=O)O)(C(=O)N/N=C/c2cccs2)C(c2ccc([N+](=O)[O-])cc2)C1 (stereo unspecified)	-0.8%	-4.8%	28.1%	-20.1	-14.1%	11.0%	-23.3	10.5%

Following part.
canonical_smiles	aSyn rescue	EPAC2 antag	Abeta rescue	D3 ag	TDP-43 yeast inh	FUS yeast rescue	D3 antag	EPAC2 agonist
Cc1occc1-c1nnc(SCC(=O)NC(C)(C)C)n1C(C)c1ccccc1 (stereo unspecified)	2.1%	-3.4%	-7.1%	1.1	8.0%	7.6%	-14.8	-8.6%
COc1ccc(NC(=O)CNC(=O)c2ccco2)cc1	-8.9%	-1.0%	9.8%	-12.1	2.9%	8.2%	4.1	11.7%
O=C(C1CCCN(c2ncnc3c2nc2n3CCCCC2)C1)N1CCN(c2ccc(Cl)cc2)CC1 (stereo unspecified)	11.6%	-11.2%	-4.7%	21.6	21.4%	38.0%	55.0	3.5%
C=CCNC(=O)c1ccc(Cl)cc1Cl	0.5%	14.9%	10.7%	-0.2	4.5%	-7.8%	18.7	6.5%
O=C(CN(C1CCCCC1)S(=O)(=O)c1ccc(F)cc1)NCCCO	2.3%	5.7%	13.8%	-4.0	-2.0%	-3.0%	18.9	-2.2%
COc1ccc(NC(=O)Cc2c(F)cccc2Cl)c(OC)c1	2.0%	21.7%	-6.3%	-3.0	22.9%	x	14.5	5.3%
Cc1cc(Nc2ccc(F)c(Cl)c2)n2ncnc2n1	3.7%	-19.0%	0.5%	1.4	0.0%	-11.1%	-1.0	9.8%
O=C(NCCO)c1ccccc1O	0.5%	7.1%	1.5%	-0.9	-1.7%	-33.8%	7.3	5.7%
Cc1ccccc1S(=O)(=O)/N=C(/c1ccccc1)N(C)C	-11.0%	-1.4%	-5.1%	-0.5	-2.5%	1.6%	18.5	8.2%
CC(=O)Oc1ccc(C2=NN(c3ccccc3)C(c3ccccc3)C2)cc1 (stereo unspecified)	12.2%	-2.1%	8.8%	4.5	23.2%	29.5%	19.5	1.9%
O=C(Nc1ccon1)c1cc2c(s1)CCCCCC2	1.3%	2.8%	-1.0%	-14.3	12.6µM*	21.3%	12.2	2.2%
Cn1c(SCc2ccc(Br)cc2)nc2c([nH]c3ccccc32)c1=O	x	x	-7.2%	-1.5	-2.7%	1.8%	x	x
Cc1ccc(S(=O)(=O)NCCC(=O)OCC(=O)Nc2cccc(S(=O)(=O)NC3=NCCCCC3)c2)cc1	0.1%	14.8%	-4.7%	-3.6	-19.0%	14.9%	1.9	5.2%
Cc1cc(C)cc(NC(=O)Cn2cc(S(=O)(=O)NC(C)(C)C)c(S(=O)(=O)NC(C)(C)C)c2)c1	x	x	2.7%	2.8	21.8%	u	x	x
CCN1CCN(Cc2ccc(NC(=O)c3cc(NC(=O)c4cnn(-c5ccccc5)c4N)cc(OC)c3)cc2C(F)(F)F)CC1	-0.6%	3.8%	-11.3%	-35.1	13.7%	19.9%	-21.7	18.8%
Cc1cccc(NC(=O)c2cccc(OC(=S)N3CCOCC3)c2)c1C	-5.1%	1.4%	13.4%	-3.5	16.3%	10.5%	-10.8	-2.3%
Cc1ccc(C(=O)CSc2nnc(-c3ccccc3)n2-c2ccccc2)o1	7.9%	5.1%	-3.4%	3.8	-6.1%	2.8%	-7.1	-2.8%
CCOC(=O)c1cccc(N2C(=O)C3C(C(=O)NC4CC4)C4(C)C=CC3(O4)C2C(=O)NC(C)(C)C)c1 (stereo unspecified)	-7.5%	19.7%	-10.2%	-9.3	-9.5%	-8.0%	0.2	-5.8%
O=C(NCc1ccco1)c1[nH]c(C(F)(F)F)nc1-c1ccccc1	-4.7%	4.3%	-1.6%	-3.4	0.5%	-4.3%	-10.0	7.6%
COC(=O)C1(C)NC(c2ccc(O)cc2)C2C(=O)N(c3ccc(F)cc3)C(=O)C21 (stereo unspecified)	11.3%	3.4%	16.5%	-0.3	6.6%	-5.6%	14.6	7.9%
N/C(=N\OC(=O)CC1CCCCC1)c1cccc([N+](=O)[O-])c1	-11.7%	0.2%	-5.9%	-15.0	u	3.4%	-15.9	9.3%
CCOc1ccc(N2CC(C(=O)Nc3nnc(CC)s3)CC2=O)cc1 (stereo unspecified)	1.7%	0.9%	9.3%	26.0	4.6%	12.9%	15.7	10.8%
CC(S(=O)(=O)c1ccccc1)S(=O)(=O)c1ccccc1	3.0%	3.6%	-8.9%	9.9	20.9%	-30.3%	16.4	4.9%
Cc1ccc(Cl)cc1N(C)C(=O)Cn1nc(Cc2cccnc2)c2ccccc2c1=O	x	x	-0.8%	-16.0	-12.3%	14.5%	x	x
Cn1c(CCNC(=O)c2ccccc2)nc2ccccc21	1.9%	10.9%	-0.8%	-19.3	-19.0%	-1.8%	-11.3	5.7%
Cc1ccc(CC(=O)CCc2ccccc2)cc1	-0.5%	6.6%	-9.0%	-7.8	0.0%	-5.9%	-22.7	6.9%

One compound at a time, as listed above. Order of values: aSyn rescue, EPAC2 antag, Abeta rescue, D3 ag, TDP-43 yeast inh, FUS yeast rescue, D3 antag, EPAC2 agonist
Record of `Cc1ccccc1S(=O)(=O)/N=C(/c1ccccc1)N(C)C` : -11.0%, -1.4%, -5.1%, -0.5, -2.5%, 1.6%, 18.5, 8.2%
Record of `C=CCNC(=O)c1ccc(Cl)cc1Cl` : 0.5%, 14.9%, 10.7%, -0.2, 4.5%, -7.8%, 18.7, 6.5%

The list is partial; the hit share may differ from the screen's.
